Source: PubChem BioAssay
Eya2 phos inh = inhibitors of human Eya2 phosphatase activity; Potency, µM (titrated, usually from 76.9 µM), for inactives: at the top dose activity, negative = inhibition, hits mostly inhibitors; actives 0.006% (n = 330,000); recombinant Eya2, OMFP fluorescence dephosphorylation (OMFP is methylfluorescein phosphate); further: potency means the concentration at half of the fitted maximal effect; on the % scale 0 is the no-effect control and ±100 the full control effect
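Eya2 protein (added as 0.2 uM solution) was preincubated with compound for 10 min at ambient temperature in 50 mM HEPES pH 7.5, 50 mM NaCl, 5 uM MgCl2, 0.05% BSA, 1 mM DTT. OMFP (added at 50 uM) then reacted 10 min; fluorescence read at 485/525 nm.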
TSHR antagonist = human thyrotropin receptor antagonism; actives 0.2% (n = 330,000); TSHR-expressing cells, TSH-stimulated cAMP HTRF, 2 h; hits give low values; P16473; activity change, negative = inhibition, % at 11.5 µM;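 active means activity change below a set negative limit, meaning inhibition stronger than a set level, cut at about -70% in these data; inconclusive means activity change between two set negative limits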; further: on the % scale 0 is the no-effect control and ±100 the full control effect
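Freshly harvested TSHR cells receive pin-tooled compound, then EC80 TSH at 4nM final. After 2 hours at 37 deg C, antibody in lysis buffer and cAMP-d2 are added; 30 minutes at ambient temperature precede the HTRF read.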
TRPV1 agonist = agonists of human vanilloid receptor 1 (TRPV1); activation, % at 8.33 µM; TRPV1-expressing cells, Fluo-8 calcium influx, agonist mode; Q8NER1; actives 0.19% (n = 320,000); in the data active means activation above about 80%; inconclusive means between about 30% and that limit; further: 0% is about no effect
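Fluo-8 calcium influx in TRPV1-expressing cells, kinetic read (ex 480/em 520 nm). Compound added and read 3 min for agonist activity, followed by capsaicin at EC20 final and 2 min further read for enhancement.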
KCNH2 3.1 block = KCNH2 3.1 (human) potassium channel inhibition; U2OS KCNH2 3.1, thallium flux FluxOr; hits give low values; activity change, % (tested at about 1.8 µM); actives 0.95% (n = 340,000);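 active means maximum activity change below -70%; inconclusive means maximum activity change from -70% to -50%; inactive means maximum activity change above -50%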;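 further: thallium influx rate constant from kinetic fluorescence after stimulation buffer; on the % scale 0 is the no-effect control and ±100 the full control effect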
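Channel expression came from 3.1 mutant virus (1.77 x 10^8 /mL) applied to suspended U2OS cells for 4 h. Flux was tracked with FluxOr dye plus Red40 quencher, and kinetic rate constants normalized to controls.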
TCR activator = activates T cell receptor signaling; Potency, µM (doses to about 9.22 µM), without a hit: at the top dose activation of IL-2 secretion, hits mostly activators; 330,000 tested, under 10 active; primary human leukocytes, anti-CD3, IL-2 HTRF, 48 h; AID 504894; further: % of control where 0% means no effect
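Primary human leukocytes receive a-CD3 beads and test compound and are incubated 48 hr. Secreted IL-2 is then assayed by HTRF, measuring 665nm acceptor emission after 320nm excitation of the europium donor.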
ELG1 repair inh = ELG1-dependent DNA repair inhibition. AID 504467. actives 2.3% (n = 330,000). HEK293T ELG1-luciferase reporter, luminescence, 16 h; DNA damage induced by 5-fluorouridine. Potency, µM (doses to about 46.1 µM), for inactives: at the top dose activity change, negative = inhibition, most hits filed as inhibitors; further: potency means the concentration at half of the fitted maximal effect; on the % scale 0 is the no-effect control and ±100 the full control effect; nearly all actives have a fitted effect of over 55% in size
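In this reporter screen, reduction of luminescence relative to DMSO vehicle indicated activity. Compounds and 5-fluorouridine were added together to 2,000 cells per well, incubated for 16 hr at 37 °C, then developed with ONE-Glo.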
KCNH2 WT inh = inhibitors of human wildtype KCNH2 potassium channel; actives 0.37% (n = 340,000); U2OS, BacMam KCNH2, thallium flux FluxOr; hits give low values; activity change, % at 1.84 µM; AID 720551;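 active means maximum activity change below -70%; inconclusive means maximum activity change between -70% and -50%; inactive means maximum activity change above -50%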; further: on the % scale 0 is the no-effect control and ±100 the full control effect
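U2OS cells transduced with wild-type KCNH2 virus are loaded with FluxOr dye for 45 min, and thallium flux is measured in kinetic reads before and after stimulation buffer. Rate constants are normalized to DMSO controls.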
Mito fusion act = blocks mitochondrial division or promotes mitochondrial fusion; S. cerevisiae fusion-defective mutant growth rescue, CellTiterGlo 48 h; Potency, µM (doses to about 46.1 µM), inactives show top-dose growth rescue (activation), usual class: activators; actives 0.23% (n = 320,000);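 further: potency means the concentration at half of the fitted maximal effect; % of control where 0% means no effect; nearly all actives have a fitted effect of over 45% in size; temperature-sensitive fusion mutants such as fzo1-1 at 37 °C on non-fermentable ethanol glycerol medium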
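Read-out: ATP-based luminescence (CellTiterGlo, 10 min ambient) reporting growth of fusion-defective ts yeast after 48 hours at 37C on glycerol/ethanol YPEG medium in the presence of compound.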
USP2a inh = USP2a (human) protease inhibition. O75604. USP2 core, Ub-CHOP2 coupled fluorogenic reporter, 485/531. Potency, µM (series often up to 38.3 µM), for the others: at the top dose activity change, negative = inhibition, hits mostly inhibitors. actives 0.01% (n = 330,000). AID 463254;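 further: potency means the concentration at half of the fitted maximal effect; plate controls were DMSO wells for no effect and full inhibition by NEM control for full effect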
Target sequence (O75604 whole entry, looked up): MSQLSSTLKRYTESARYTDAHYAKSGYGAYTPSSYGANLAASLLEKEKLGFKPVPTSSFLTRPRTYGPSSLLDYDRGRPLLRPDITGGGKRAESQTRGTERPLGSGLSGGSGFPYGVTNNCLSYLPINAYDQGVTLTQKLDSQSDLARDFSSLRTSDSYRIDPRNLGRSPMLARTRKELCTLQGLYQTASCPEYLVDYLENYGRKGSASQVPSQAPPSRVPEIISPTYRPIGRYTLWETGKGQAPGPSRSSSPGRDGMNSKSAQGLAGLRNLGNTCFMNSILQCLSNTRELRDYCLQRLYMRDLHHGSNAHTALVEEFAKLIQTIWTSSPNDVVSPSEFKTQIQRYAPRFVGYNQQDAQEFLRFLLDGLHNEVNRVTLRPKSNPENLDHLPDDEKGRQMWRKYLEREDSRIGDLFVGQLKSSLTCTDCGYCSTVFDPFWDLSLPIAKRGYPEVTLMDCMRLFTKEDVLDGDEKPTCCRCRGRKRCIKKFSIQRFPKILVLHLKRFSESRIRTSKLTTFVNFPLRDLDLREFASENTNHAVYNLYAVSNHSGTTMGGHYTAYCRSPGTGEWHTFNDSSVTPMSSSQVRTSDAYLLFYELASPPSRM
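Deubiquitinase activity read as fluorescence (485/531 nm) after Ub-CHOP2 cleavage activates the enterokinase reporter on its substrate; USP2 core 10nM, Ub-CHOP2 and substrate 25nM each, 30min compound preincubation then 60min RT; data normalized to NEM, curves fitted.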
A-T KAP1 phos = candidate therapy for ataxia-telangiectasia; […] A-T fibroblasts, KAP-1 phosphorylation AlphaLISA; neocarzinostatin DNA damage 30 min before lysis; Potency, µM (titrated, usually from 57.5 µM), for inactives: top-dose activation, most hits filed as activators; actives 0.19% (n = 320,000); AID 485349; further: potency means the concentration at half of the fitted maximal effect; % of control where 0% means no effect; nearly all actives have a fitted effect of over 45% in size
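hTERT-immortalized A-T patient fibroblasts ([…]), 500 cells/well in OPTI-MEM, 1% FBS, got compounds for 60 min, then NCS for 30 min at 37C. Lysates were then assayed for phospho-KAP-1 by AlphaLISA (anti-pKAP1 donor, anti-KAP1 acceptor beads), 6 hr at 25C.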
An asterisk follows results filed as active; [ ] = another dose, or the depositor's remark. Unless noted, the call rests on the fitted dose curve; in most records, active means well fitted curve in the direction sought with a large enough effect; inconclusive means small, poorly fitted or top-dose-only effect, or another doubt; inactive means no such curve, though single readings can be large; an effect the other way counts as inactive or inconclusive.

Screening Cc1ccc(Nc2nnc(SCC3CCCCO3)s2)cc1 (centres undefined) returned Eya2 phos inh -6%, TSHR antagonist 10, TRPV1 agonist 2, KCNH2 3.1 block -4, TCR activator 6%[46.1 µM], ELG1 repair inh inconclusive, KCNH2 WT inh 11, Mito fusion act -3%, USP2a inh -7% and A-T KAP1 phos 2%.
For O=C(Nc1cccc(NC(=O)c2cccs2)c1)c1ccc(Br)cc1 the results were Eya2 phos inh 11%, TSHR antagonist -17, TRPV1 agonist 3, KCNH2 3.1 block -8, TCR activator 6%, ELG1 repair inh inconclusive, KCNH2 WT inh -10, Mito fusion act 2%, USP2a inh -2% and A-T KAP1 phos 4%.
Screening CCc1ccc2[nH]c(=O)c(CN(Cc3ccc4c(c3)OCO4)C(=O)c3ccco3)cc2c1 returned Eya2 phos inh -15%, TSHR antagonist -8, TRPV1 agonist -2, KCNH2 3.1 block -11, TCR activator -8%, ELG1 repair inh -24%, KCNH2 WT inh 3, Mito fusion act 4%, USP2a inh 2% and A-T KAP1 phos 5%.
For Nc1cccc(Nc2nc(OC(C(F)(F)F)C(F)(F)F)nc(OC(C(F)(F)F)C(F)(F)F)n2)c1 the results were Eya2 phos inh -25%, TSHR antagonist -22, TRPV1 agonist 24, KCNH2 3.1 block -5, TCR activator 1%, ELG1 repair inh inconclusive, KCNH2 WT inh 1, Mito fusion act 0%, USP2a inh -9% and A-T KAP1 phos 35%.
`COC(=O)[C@H](Cc1ccccc1)NC(=O)Cn1cnc2c(OCc3ccccc3)ncnc21` gave Eya2 phos inh -2%, TSHR antagonist -1, KCNH2 3.1 block -28, TCR activator -3%, ELG1 repair inh 0%, KCNH2 WT inh -2, USP2a inh 0% and A-T KAP1 phos 9%.
`CCCn1nnnc1SCC(=O)NNC(=O)c1ccco1` gave Eya2 phos inh 12%, TSHR antagonist -9, TRPV1 agonist -4, KCNH2 3.1 block 5, TCR activator 2%, ELG1 repair inh 4%, KCNH2 WT inh -2, Mito fusion act -8%, USP2a inh 0% and A-T KAP1 phos 6%.
COc1ccc(/C=C2\OC(=S)N(C)C2=O)cc1 was read as Eya2 phos inh -4%, TSHR antagonist 16, TRPV1 agonist 3, KCNH2 3.1 block 2, TCR activator -8%[46.1 µM], ELG1 repair inh 12%, KCNH2 WT inh -13, Mito fusion act 1%, USP2a inh -2% and A-T KAP1 phos -3%.
Cn1c(=O)c(C(=O)NC2CCCCCCC2)c(O)c2ccccc21 was read as Eya2 phos inh -3%, TSHR antagonist 2, TRPV1 agonist -5, KCNH2 3.1 block 6, TCR activator 2%, ELG1 repair inh 7%, KCNH2 WT inh -17, Mito fusion act -3%, USP2a inh 0% and A-T KAP1 phos 5%.
Cc1cc(NC(=O)CCC(=O)N(Cc2ccco2)C(C(=O)NC2CCCC2)c2ccccc2C)no1 (centres undefined) was read as Eya2 phos inh 2%, TSHR antagonist 8, TRPV1 agonist 2, KCNH2 3.1 block -1, TCR activator 2%[46.1 µM], ELG1 repair inh inconclusive, KCNH2 WT inh -8, Mito fusion act -2% and USP2a inh 4%.
`c1ccc(CNCCC(Cc2ccccc2)c2ccco2)cc1` (centres undefined) gave Eya2 phos inh inconclusive, TSHR antagonist 5, TRPV1 agonist 2, KCNH2 3.1 block -34, TCR activator -4%, ELG1 repair inh -5%, KCNH2 WT inh 18, Mito fusion act -3%, USP2a inh 2% and A-T KAP1 phos 11%.
For CCn1c(SCC(=O)N(C)c2c(N)n(Cc3ccccc3)c(=O)[nH]c2=O)nc2ccccc21 the results were Eya2 phos inh 2%, TSHR antagonist 4, KCNH2 3.1 block -14, TCR activator 0%, ELG1 repair inh -16%, KCNH2 WT inh -1, Mito fusion act 0%, USP2a inh 0% and A-T KAP1 phos -1%.
Screening CCS(=O)(=O)Nc1c(C)n(C)n(-c2ccccc2)c1=O returned Eya2 phos inh -11%, TSHR antagonist 9, TRPV1 agonist 13, KCNH2 3.1 block 13, TCR activator 1%, ELG1 repair inh 13%, KCNH2 WT inh 5, Mito fusion act -2% and USP2a inh 3%.
For Cn1cc([N+](=O)[O-])c(C(=O)Nc2cc(Oc3cccnc3)cc([N+](=O)[O-])c2)n1 the results were Eya2 phos inh -1%, TSHR antagonist -23, TRPV1 agonist 1, KCNH2 3.1 block 20, TCR activator 4%, ELG1 repair inh 3.2µM*, KCNH2 WT inh 6, Mito fusion act -1%, USP2a inh 0% and A-T KAP1 phos 1%.
For COC(=O)[C@H](Cc1ccc(O)cc1)NC(=O)Cn1cnc2c(SC)nc(N)nc21 the results were Eya2 phos inh 3%, TSHR antagonist -13, KCNH2 3.1 block 1, TCR activator -4%, ELG1 repair inh 0%, KCNH2 WT inh 1, USP2a inh 3% and A-T KAP1 phos 2%.
COc1ccccc1NC(=O)CSc1nc2ccccc2c(=O)n1C was read as Eya2 phos inh 10%, TSHR antagonist -25, TRPV1 agonist 11, KCNH2 3.1 block 0, TCR activator 3%, ELG1 repair inh inconclusive, KCNH2 WT inh -1, Mito fusion act 14%, USP2a inh -2% and A-T KAP1 phos 16%.
C#CCN1C=C(C(=O)OCC)C(C)N(Cc2ccccc2I)S1(=O)=O (centres undefined) was read as Eya2 phos inh -18%, TSHR antagonist -21, KCNH2 3.1 block 0, TCR activator -21%[46.1 µM], ELG1 repair inh inconclusive, KCNH2 WT inh 0, USP2a inh 3% and A-T KAP1 phos 6%.
For Nc1ccc(C(=O)N/N=C/c2ccccc2)cc1 the results were Eya2 phos inh 3%, TSHR antagonist -15, TRPV1 agonist 20, KCNH2 3.1 block -4, TCR activator -4%, ELG1 repair inh inconclusive, KCNH2 WT inh 2, Mito fusion act -2%, USP2a inh -2% and A-T KAP1 phos 4%.
Cc1cc(C)cc(N(C(=O)c2snc(C(N)=O)c2N)C(C(=O)NCC2CCCO2)c2cccs2)c1 (centres undefined) was read as Eya2 phos inh 15%, TSHR antagonist -3, TRPV1 agonist 15, KCNH2 3.1 block -2, TCR activator 6%, ELG1 repair inh -11%, KCNH2 WT inh -8, Mito fusion act 3%, USP2a inh -3% and A-T KAP1 phos 2%.
For CCCCn1c(N)c(N(CCOC)C(=O)c2ccc(Br)o2)c(=O)[nH]c1=O the results were Eya2 phos inh -4%, TSHR antagonist 12, TRPV1 agonist -1, KCNH2 3.1 block 3, TCR activator -1%, ELG1 repair inh 8%, KCNH2 WT inh -3, Mito fusion act 0%, USP2a inh -5% and A-T KAP1 phos 0%.
For CCOc1ccccc1NC(=O)CCC(=O)Nc1ccc2nc(N3CCN(C)CC3)cc(C)c2c1 the results were Eya2 phos inh -22%, TSHR antagonist 9, TRPV1 agonist 0, KCNH2 3.1 block -5, TCR activator 2%, ELG1 repair inh -13%, KCNH2 WT inh 10, Mito fusion act -3%, USP2a inh -4% and A-T KAP1 phos 4%.
CN(C)S(=O)(=O)c1cc(NC(=O)CN2C(=O)NC3(CCCc4ccccc43)C2=O)ccc1Cl (centres undefined) was read as Eya2 phos inh 0%, TSHR antagonist 33, TRPV1 agonist -3, KCNH2 3.1 block 19, TCR activator 1%[46.1 µM], ELG1 repair inh 26µM*, KCNH2 WT inh 36, Mito fusion act 5%, USP2a inh -7% and A-T KAP1 phos 3%.
For CC1=C2C3OC(=O)C(C)[C@@H]3CC[C@](C)(O)C2C2C3C4C5(C12)[C@H]1OC(=O)[C@@H](C)C1CC[C@]4(C)O[C@]5(C)[C@@H]3O (some centres undefined) the results were Eya2 phos inh -1%, TSHR antagonist 10, TRPV1 agonist 0, KCNH2 3.1 block -4, TCR activator 0%[46.1 µM], ELG1 repair inh 12%, KCNH2 WT inh 3, Mito fusion act -4%, USP2a inh 3% and A-T KAP1 phos 11%.
For Cc1ccc(NC(=O)c2cc(C)nc3ccccc23)c(C)c1 the results were Eya2 phos inh -15%, TSHR antagonist -8, TRPV1 agonist 1, KCNH2 3.1 block 9, TCR activator 7%, ELG1 repair inh -11%, KCNH2 WT inh 21, Mito fusion act 1%, USP2a inh -2% and A-T KAP1 phos 25%.

Compounds above with an aryl methoxy group (2):
COc1ccc(/C=C2\OC(=S)N(C)C2=O)cc1 was read as Eya2 phos inh -4%, TSHR antagonist 16, TRPV1 agonist 3, KCNH2 3.1 block 2, TCR activator -8%[46.1 µM], ELG1 repair inh 12%, KCNH2 WT inh -13, Mito fusion act 1%, USP2a inh -2% and A-T KAP1 phos -3%.
COc1ccccc1NC(=O)CSc1nc2ccccc2c(=O)n1C was read as Eya2 phos inh 10%, TSHR antagonist -25, TRPV1 agonist 11, KCNH2 3.1 block 0, TCR activator 3%, ELG1 repair inh inconclusive, KCNH2 WT inh -1, Mito fusion act 14%, USP2a inh -2% and A-T KAP1 phos 16%.

These rows are one share of the data. The share of hits here may be higher or lower than overall.
